KLK7 zymogen act: activates the human kallikrein-7 zymogen; P49862; purified proKLK7, EDANS-DABCYL substrate fluorescence; 100% is mature enzyme control, 0% vehicle; activation, % at 7 µM; actives 0.9% (n = 370,000); AID 652039;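 active means activation above the mean of all tested compounds plus 3 SD, computed per campaign excluding outliers beyond control limits, cut at about 13% in these data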
Target sequence (P49862 whole entry, looked up): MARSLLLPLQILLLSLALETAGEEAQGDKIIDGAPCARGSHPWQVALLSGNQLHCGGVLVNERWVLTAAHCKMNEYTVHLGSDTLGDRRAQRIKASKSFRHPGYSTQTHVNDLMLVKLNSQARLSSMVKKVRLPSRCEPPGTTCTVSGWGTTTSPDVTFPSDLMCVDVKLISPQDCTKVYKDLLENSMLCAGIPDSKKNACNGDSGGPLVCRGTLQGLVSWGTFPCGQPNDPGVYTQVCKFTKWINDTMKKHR
PLCg1 inh: PLC-gamma1 (human) inhibition, primary screen; purified PLC-gamma1, fluorogenic substrate, fluorescence; inhibition, % at 12.2 µM; actives 0.84% (n = 370,000); AID 720700; in the data active means inhibition above about 9.5%
Tn6 DDE FP: inhibitors of Tn6 peptide binding to human fibrin DD(E). AID 720509. inhibition, % at 8.3 µM. actives 0.21% (n = 370,000). P02675. Fibrin DD(E) TRITC-Tn6 fluorescence polarization displacement;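 active means inhibition above a per-campaign cutoff: mean of compounds within control limits plus 3 SD, cut at about 15% in these data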;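 further: 0% = median of all compound wells on the plate and 100% = blocking peptide control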
ASAP1 GAP inh: ASAP1 ArfGAP inhibition; actives 0.19% (n = 360,000); AID 624377; ASAP1-stimulated ARF1 GTP hydrolysis, GDP FP detection; Q9ULH1; inhibition, % at 16.5 µM; in the data active means inhibition above about 25%;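 further: 0% = vehicle with enzyme and substrate and 100% = no enzyme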
ARFGAP1 inhibitor: inhibits rat ARF GTPase activating protein 1; Q62848; inhibition, % at 16.5 µM; Arfgap1-stimulated ARF1 GTP hydrolysis, GDP FP detection; actives 0.26% (n = 360,000);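 active means inhibition above a per-plate limit, mean inhibition of low control wells plus 3 SD, cut at about 25% in these data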;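 further: 0% = DMSO wells with enzyme and 100% = wells lacking Arfgap1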
Target sequence (Q62848 1-136 limits assumed): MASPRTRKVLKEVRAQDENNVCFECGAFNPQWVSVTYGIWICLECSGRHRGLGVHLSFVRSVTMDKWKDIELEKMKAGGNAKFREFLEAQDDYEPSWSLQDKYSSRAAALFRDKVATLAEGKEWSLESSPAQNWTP
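Assay system: Rat Arfgap1 GAP domain (His6, aa 1-136), purified enzyme | Buffer or medium: HEPES 25 mM pH 7.5, NaCl 150 mM, MgCl2, DTT | Schedule: GTP hydrolysis reaction 2 h at 25 °C | Signal: FP of antibody-bound GDP Alexa 633 tracer, ex 620/em 688 nm | Measure: Percent inhibition of Arfgap1-stimulated GTP hydrolysis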
Tn7 DDE FP: disrupts Tn7 cyclic peptide binding to fibrin D-Dimer-E complex; inhibition, % at 8.3 µM; AID 720508; P02675; actives 0.13% (n = 370,000); FP displacement of FITC-Tn7 peptide from fibrin DD(E); 0% = median of compound wells per plate;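 active means inhibition above the mean of compounds falling within the control limits plus 3 SD of them, cut at about 14% in these data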;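 further: 0% = plate median of compound wells and 100% = 10 µM Aha-Tn7 peptide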
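Assay system: human fibrin DD(E). Input: DD(E) 2 µM final. Medium: Tris buffer with calcium and detergent, pH 7.8. Compound dosing: single point at 8.3 µM. Timing: 10 min plus 3 h, room temperature. Technique: fluorescence polarization of the labelled Tn7 tracer. Read-out: percent inhibition. Replicates: singlicate testing.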
UHRF1 MBD2 ctr: UHRF1 methyl-DNA binding inhibition; Q96T88; UHRF1 binding to methylated oligo, TR-FRET; inhibition, % at 4.4 µM; actives 0.75% (n = 370,000); AID 687016; in the data active means inhibition above about 21%;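 further: UHRF1 SRA domain binding a hemimethylated CpG hairpin DNA probe; 0% = median of test compound wells and 100% = reference inhibitor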
ADAM17 inh: inhibitors of human ADAM17 | recombinant ADAM17, EDANS/DABCYL FRET peptide cleavage | inhibition, % at 6.95 µM | actives 0.83% (n = 370,000) | AID 720648;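 active means inhibition above the mean of compounds lying between control limits plus 3 SD, set per campaign, cut at about 8.5% in these data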;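 further: 0% = DMSO-only wells as the low control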
Target sequence (P78536 215-824 limits assumed): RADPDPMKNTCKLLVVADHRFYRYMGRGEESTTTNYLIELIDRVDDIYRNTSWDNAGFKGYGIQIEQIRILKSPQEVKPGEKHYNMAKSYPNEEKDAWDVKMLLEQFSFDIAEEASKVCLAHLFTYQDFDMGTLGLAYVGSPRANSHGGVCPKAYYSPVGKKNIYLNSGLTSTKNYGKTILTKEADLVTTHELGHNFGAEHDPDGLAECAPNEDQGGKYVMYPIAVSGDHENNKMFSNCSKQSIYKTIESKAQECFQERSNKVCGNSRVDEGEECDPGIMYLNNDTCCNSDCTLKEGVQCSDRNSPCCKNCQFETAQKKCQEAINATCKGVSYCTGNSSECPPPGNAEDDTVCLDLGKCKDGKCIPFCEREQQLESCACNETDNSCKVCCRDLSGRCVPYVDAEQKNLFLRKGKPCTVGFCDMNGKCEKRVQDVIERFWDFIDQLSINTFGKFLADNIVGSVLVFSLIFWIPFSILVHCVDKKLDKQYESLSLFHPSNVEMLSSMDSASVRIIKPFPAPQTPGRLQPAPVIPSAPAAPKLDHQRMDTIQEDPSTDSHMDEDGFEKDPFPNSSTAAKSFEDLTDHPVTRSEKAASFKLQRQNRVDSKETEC
PLC-beta3 inh: PLC-beta3 (human) inhibition, primary screen; inhibition, % at 12.2 µM; AID 720704; Purified PLC-beta3, fluorogenic substrate, fluorescence; actives 0.18% (n = 370,000); in the data active means inhibition above about 11%;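 further: 0% = median of compound wells on plate and 100% = full blocker control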
MBD2 inh: MBD2-methylated oligo binding inhibition; Q9UBB5; inhibition, % at 4.4 µM; actives 0.31% (n = 370,000); TR-FRET, MBD2 binding to methylated oligonucleotide; in the data active means inhibition above about 13%
The depositor's hits bear a star; i = inactive.

molecule,KLK7 zymogen act,PLCg1 inh,Tn6 DDE FP,ASAP1 GAP inh,ARFGAP1 inhibitor,Tn7 DDE FP,UHRF1 MBD2 ctr,ADAM17 inh,PLC-beta3 inh,MBD2 inh
O=[N+]([O-])c1ccc(/C=N/N2CCN(Cc3ccccc3)CC2)cc1,-0.1,-1,-2,0,-1,8,3,-3,-6,2
Cc1cc(C)n(Cc2ccccc2)c(=O)c1S(=O)(=O)c1ccccc1,-0.6,3,1,4,9,2,0,-2,1,1
COc1ccc(OC)c(NC(=O)CN2CCc3ccccc3C2)c1,0.4,-1,-3,5,9,2,0,0,-6,4
CSc1ccc(CN(C)C(C)C(=O)Nc2ccc(F)c(F)c2F)cc1 (configuration not stated),-0.7,0,4,-13,-2,3,0,2,4,-3
COc1cccc(CSC(C(=O)O)c2ccccc2)c1 (configuration not stated),-0.5,-3,3,-18,-2,1,1,-2,-1,1
O=C1NC(c2ccccc2)=C(c2ccc3ccccc3n2)C(c2ccccc2)N1 (configuration not stated),0.3,-4,6,7,-7,0,0,-12,-6,-1
Cc1cc(NS(=O)(=O)c2ccc(NC(=S)NC(=O)c3ccncc3)cc2)no1,-0.5,-1,-3,2,-20,1,1,-8,-8,0
CC1CCCCN1C(=O)CSc1nnc(-c2ccccc2F)o1 (configuration not stated),-0.2,1,2,7,6,-2,0,-1,-1,-5
O=S(=O)(c1cccc2nsnc12)N1CCN(C/C=C/c2ccccc2)CC1,0.9,-4,-3,-12,11,1,-2,-1,-1,3
C[C@@]12C(=O)N(CC3CCCO3)CC(=O)N1[C@H]1c3ccccc3OC[C@@H]1[C@@H]2c1ccccc1 (some centres not stated),0.1,6,0,-5,-1,3,0,-2,1,-2
CCn1cc(CN2CCC(Oc3ccc(C(=O)N4CCCCC4)cc3)CC2)cn1,-0.7,4,-5,7,7,-3,1,-2,-14,-2
COc1ccc(Cc2nc3ccccc3n2C)cc1,-0.5,4,-6,9,-3,-1,5,0,-2,6
O=C(Nc1cccc(Cl)c1N1CCOCC1)c1cccs1,-0.1,4,-6,1,8,-1,-2,0,-6,-2
CCOc1cc2[nH]c(=S)n(CCCN(CC)CC)c(=O)c2cc1OCC,-0.1,1,4,-4,-14,0,6,-3,3,4
Clc1cc(Br)ccc1OCCOCCN1CCOCC1,-0.2,13*,4,5,1,-2,-2,6,14*,-5
CCN(CC(=O)NC1CCS(=O)(=O)C1)c1ccc(S(C)(=O)=O)cc1[N+](=O)[O-] (configuration not stated),-0.3,-1,-3,15,4,-7,-4,-5,-3,-4
CCN(CC)S(=O)(=O)c1ccc(O)c(C(=O)OCC(=O)NC2CCCC2)c1,-1.8,-3,5,-6,7,-3,2,-9,-18,2
CC(=O)Nc1ncc(N=Nc2cccc(C(F)(F)F)c2)s1,0.0,-3,1,5,8,3,1,-3,-7,4
COC(=O)c1ccc(NCc2cc(O)ccc2O)cc1O,2.0,-6,6,3,4,-3,-6,3,-5,2
CC(C)C(NC(=O)c1ccc(S(=O)(=O)N2CCOCC2)cc1)c1nc2ccccc2[nH]1 (configuration not stated),0.7,2,5,-9,-2,-1,-1,0,2,4
O=C(c1ccc(Cl)c(S(=O)(=O)N2CCOCC2)c1)N1CCCCC1,0.0,-1,11,-10,2,5,2,1,6,-1
Nc1cc(-c2ccccc2)ccc1O,-2.9,-1,-2,-11,4,-7,-2,-4,0,-2
COCC(=O)N(Cc1cc2ccccc2[nH]c1=O)c1ccccc1OC,0.4,3,3,-7,5,-2,1,-6,2,-3
CCC(C)(C)C1CCc2c(sc(NC(=O)c3ccoc3C)c2C(N)=O)C1 (configuration not stated),0.1,1,-8,-2,-2,3,4,3,3,3
CC(C)c1ccc(/C=N/n2c(-c3ccccc3)n[nH]c2=S)cc1,-0.3,7,3,-16,6,-4,-1,10*,-2,0
CCOC(=O)C1(Cc2ccc(Cl)cc2)CCN(CCCn2cccn2)CC1,0.2,2,-1,-8,-5,-2,-4,-3,3,-3
CN1C(=O)c2cccc3c(S(N)(=O)=O)ccc1c23,71*,i,3,1,9,5,-1,-174,i,-4
O=C(CSc1nnnn1C1CCCCC1)Nc1ccc(F)cc1,-0.8,4,-3,18,17,4,0,0,3,4
CN(C)S(=O)(=O)c1cccc(NC(=O)CSc2nc3c(cc2C#N)C(=O)CC(C)(C)C3)c1,-0.4,5,-6,-3,8,9,0,1,2,3
C[C@H]1CN=C(N(C)C)N1CCc1ccccc1,-0.3,2,6,-2,7,-7,1,-4,-1,-3
Cc1ccc(S(=O)(=O)N2CCOCC2)cc1C(=O)NCC1CCCCC1,-0.1,-11,-6,1,4,-2,-1,-3,-3,2
Cc1ccc(-c2nc(S(=O)(=O)c3ccc(C)cc3)c(SCC(N)=O)o2)cc1,0.1,-4,3,6,-5,-5,-1,0,-11,4
CCOC(=O)CN(C(=O)Cn1nnc(-c2ccc(OC)cc2)n1)C(C(=O)NC1CCCC1)c1ccc(F)cc1 (configuration not stated),0.0,0,1,5,13,4,0,-6,2,3
COc1ccc(NC(=O)c2ccc3c(=O)n(CC4CCCO4)c(=S)[nH]c3c2)c(OC)c1 (configuration not stated),-0.5,2,-2,-5,4,-1,-1,-1,2,0
COc1ccc(C2CC(=O)OC3=C2C(=O)CC(C)(C)C3)c(OC)c1 (configuration not stated),-0.9,-3,5,-12,6,1,1,-4,-6,4
COc1ccc(C(=O)N2CCN(C(=O)C3COc4ccccc4O3)CC2)cc1OC (configuration not stated),0.2,1,-1,3,0,-2,11,-6,-8,-2
Cc1ccc(OCc2ccc(C(=O)NCC3CCCO3)cc2)cc1C (configuration not stated),0.1,6,5,-15,8,-7,1,6,-6,-1
COc1cc(OC)cc(N2CCN(S(=O)(=O)c3ccc(-n4cnnn4)cc3)CC2)c1,-0.3,4,4,0,-11,-9,-2,-3,-4,-1
COc1ccc(C(=O)NC(=S)NNC(=O)Cc2cccs2)cc1,-0.1,4,1,0,8,-4,-1,4,2,-2
CC(=O)NNc1ncnc2c1cnn2-c1ccc(C)cc1,0.2,0,2,0,6,-11,2,-4,2,0
COc1ccccc1C1=NN(C(=S)Nc2ccccc2)C(c2ccco2)C1 (configuration not stated),-0.5,-3,0,9,-6,8,-2,3,-3,-4
CCOC(=O)C1(CCCc2ccccc2)CCN(C(=O)Cn2nc(C)nc2C)CC1,-0.1,-1,-1,3,4,10,0,-6,-10,4
Cc1oc(CC(C)C)cc1C(=O)NCCCC(=O)O,-0.4,-3,1,-12,4,8,-2,0,-4,-3
O=C(NCc1ccccc1)C1C(c2ccccc2)=Nc2ccccc2N1C(=O)c1cnccn1 (configuration not stated),1.7,1,1,9,7,7,1,-6,-7,2
COC(=O)Cn1c(=NC(=O)c2ccc(S(=O)(=O)N3CCc4ccccc4C3)cc2)sc2cc(OC)ccc21,-29,-33,5,20,-6,5,0,-8,-30,-3
CCc1noc(C)c1C(=O)Nc1ccc(S(=O)(=O)N2CCCCC2)cc1,-0.1,2,2,-6,12,-13,0,-2,-4,-2
Cc1csc(SCC(=O)Nc2ccccc2)n1,-0.6,7,-3,9,13,0,7,-7,-6,9
OC(c1ccc(Cl)cc1)C(O)c1nc2ccccc2[nH]1 (configuration not stated),0.2,4,-1,1,1,-10,-2,-4,2,-4
COc1cc(NC(=O)CSc2nc(=O)n(CCCN3CCOCC3)c3c2CCC3)cc(OC)c1,0.0,2,1,3,3,-5,3,0,7,-1
CC(NC(=O)COC(=O)c1ccc2c(c1)OCCO2)c1ccccc1 (configuration not stated),-1.1,1,6,-1,-13,4,1,-4,-1,3

One compound at a time, as listed above:
Cc1csc(SCC(=O)Nc2ccccc2)n1 as listed: KLK7 zymogen act: -0.6; PLCg1 inh: 7; Tn6 DDE FP: -3; ASAP1 GAP inh: 9; ARFGAP1 inhibitor: 13; Tn7 DDE FP: 0; UHRF1 MBD2 ctr: 7; ADAM17 inh: -7; PLC-beta3 inh: -6; MBD2 inh: 9
CC(NC(=O)COC(=O)c1ccc2c(c1)OCCO2)c1ccccc1 (configuration not stated) as listed: KLK7 zymogen act: -1.1; PLCg1 inh: 1; Tn6 DDE FP: 6; ASAP1 GAP inh: -1; ARFGAP1 inhibitor: -13; Tn7 DDE FP: 4; UHRF1 MBD2 ctr: 1; ADAM17 inh: -4; PLC-beta3 inh: -1; MBD2 inh: 3

Carrying on.
molecule,KLK7 zymogen act,PLCg1 inh,Tn6 DDE FP,ASAP1 GAP inh,ARFGAP1 inhibitor,Tn7 DDE FP,UHRF1 MBD2 ctr,ADAM17 inh,PLC-beta3 inh,MBD2 inh
Cc1ccc(S(=O)(=O)NCc2ccncc2)cc1C(=O)NCC(C)C,-0.5,0,3,-9,-7,-1,1,-1,-1,2
COc1ccc(N/C=C/C(=O)c2sc(-c3ccccc3)nc2C)cc1,-6.1,-11,-9,1,-3,-9,-3,-2,-10,-4
COc1ccc(CN2CCNC(=O)C2CC(=O)N(C)CCCN2CCOCC2)cc1C (configuration not stated),-0.1,-4,-1,6,0,1,-3,-1,-14,-3
O=C(NCCCCNC(=O)c1ccccc1Br)c1ccccc1Br,-0.1,4,2,-6,1,-7,0,1,1,-4
Cn1cc(S(=O)(=O)N2CCC(C(N)=O)CC2)c(=O)n(C)c1=O,3.9,-10,1,9,-9,-3,0,-3,-9,-5
CCOc1ccc(CNS(=O)(=O)c2cc(CN3C(=O)c4cccnc4C3=O)ccc2OC)cc1,0.4,2,1,-2,2,-3,-1,-4,-157,-3
CCN1CCN(C(=O)CCc2nnc3ccc(N4CCC5(CC4)OCCO5)nn23)CC1,-0.4,-7,-5,8,14,3,4,-9,-20,8
O=C(CCNC(=O)c1ccccc1)NC1CCCc2ccccc21 (configuration not stated),-0.7,2,-1,6,-3,3,4,-5,-9,2
COc1ccc(NC(=O)CSc2nnc(C)n2Cc2ccccc2)cc1,0.0,-1,6,-7,-8,1,0,-4,3,3
NC(=O)c1cccnc1Nc1cccc([N+](=O)[O-])c1,0.2,3,-2,-6,-9,-1,-3,0,5,1
O=C(/C=C/c1ccccc1Cl)NNC(=O)c1ccncc1,0.4,-3,7,6,3,7,-4,3,-8,-2
C/C(=N\NC(=S)NC1CCCCC1)c1ccc(OC(F)F)cc1OC(F)F,-0.2,8,2,5,-4,1,0,-4,3,-4
CC(C)C[C@H]1COc2cc(N3CCN(Cc4ccccc4F)CC3)ccc2S(=O)(=O)N1,0.5,-1,-3,-1,3,5,-1,-6,-4,2

4 entries picked at random from those above, as already listed:
molecule,KLK7 zymogen act,PLCg1 inh,Tn6 DDE FP,ASAP1 GAP inh,ARFGAP1 inhibitor,Tn7 DDE FP,UHRF1 MBD2 ctr,ADAM17 inh,PLC-beta3 inh,MBD2 inh
O=C(NCCCCNC(=O)c1ccccc1Br)c1ccccc1Br,-0.1,4,2,-6,1,-7,0,1,1,-4
CCN1CCN(C(=O)CCc2nnc3ccc(N4CCC5(CC4)OCCO5)nn23)CC1,-0.4,-7,-5,8,14,3,4,-9,-20,8
NC(=O)c1cccnc1Nc1cccc([N+](=O)[O-])c1,0.2,3,-2,-6,-9,-1,-3,0,5,1
Cc1ccc(S(=O)(=O)NCc2ccncc2)cc1C(=O)NCC(C)C,-0.5,0,3,-9,-7,-1,1,-1,-1,2

Source: PubChem
